# Source: PubChem BioAssay (The Scripps Research Institute Molecular Screening Center)
# IDE cell activ: IDE (human) activation, cell-based; P14735; HEK cells, FAbeta-B cleavage, fluorescence polarization; 0% vehicle, 100% cell-free pure enzyme wells; activation, % at 5.96 µM; actives 0.073% (n = 340,000); AID 493087;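 active = activation above the mean of all tested compounds plus 3 SD, set per screening campaign, cut at about 17% in these data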
# Target sequence (P14735 whole entry, looked up): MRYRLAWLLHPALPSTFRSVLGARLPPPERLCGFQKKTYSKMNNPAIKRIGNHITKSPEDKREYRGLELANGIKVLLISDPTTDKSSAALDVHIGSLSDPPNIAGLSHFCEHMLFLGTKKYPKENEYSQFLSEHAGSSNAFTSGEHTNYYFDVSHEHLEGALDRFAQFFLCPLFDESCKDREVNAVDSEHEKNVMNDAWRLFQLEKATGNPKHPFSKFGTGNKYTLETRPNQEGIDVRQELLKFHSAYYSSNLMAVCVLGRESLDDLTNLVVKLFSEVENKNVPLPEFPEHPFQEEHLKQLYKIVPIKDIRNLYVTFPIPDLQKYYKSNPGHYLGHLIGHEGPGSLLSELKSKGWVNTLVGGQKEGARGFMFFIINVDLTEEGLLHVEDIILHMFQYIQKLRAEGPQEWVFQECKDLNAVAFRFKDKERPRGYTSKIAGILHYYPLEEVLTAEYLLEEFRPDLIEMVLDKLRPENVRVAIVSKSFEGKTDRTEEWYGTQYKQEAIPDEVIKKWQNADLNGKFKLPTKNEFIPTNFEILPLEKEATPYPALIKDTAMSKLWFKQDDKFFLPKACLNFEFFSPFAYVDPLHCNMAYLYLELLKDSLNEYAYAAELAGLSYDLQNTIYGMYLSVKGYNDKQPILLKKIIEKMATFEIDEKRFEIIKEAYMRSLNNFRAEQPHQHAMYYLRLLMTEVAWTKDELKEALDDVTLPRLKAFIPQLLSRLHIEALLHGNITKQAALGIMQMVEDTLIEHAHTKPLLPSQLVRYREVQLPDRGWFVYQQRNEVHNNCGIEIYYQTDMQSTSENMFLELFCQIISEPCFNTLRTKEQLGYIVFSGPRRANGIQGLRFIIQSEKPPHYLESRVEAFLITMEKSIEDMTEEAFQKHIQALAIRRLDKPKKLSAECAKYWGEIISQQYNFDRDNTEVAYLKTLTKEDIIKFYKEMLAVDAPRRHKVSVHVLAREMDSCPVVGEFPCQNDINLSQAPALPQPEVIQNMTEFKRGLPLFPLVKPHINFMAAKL
# IDE cell inh: cellular human IDE inhibition | P14735 | HEK cells, FAbetaB cleavage, fluorescence polarization | inhibition, % at 5.59 µM | actives 0.41% (n = 320,000) | AID 434962;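 active = percent inhibition above the average of all tested compounds plus 3 SD, set per screening campaign, cut at about 16% in these data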;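 also: IDE supplied by intact live HEK cells; FP after avidin binding of uncleaved biotin substrate so inhibition keeps polarization high; 0% = DMSO wells and 100% = 60 µM reference IDE inhibitor Ii1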
# The depositor's hits bear a star. Not all compounds are listed; the hit share may differ from the screen's.
# Second line of a record: IDE cell activ, IDE cell inh
O=C(NCC(c1ccco1)N1CCN(c2ccccc2)CC1)C(=O)NC1CCCCC1 (stereo unspecified)
  2, 4
COc1ccc(C(=O)COC(=O)/C=C/c2ccccc2)c(OC)c1
  1, 5
CN(C(=O)c1cccc(S(=O)(=O)N2CCCC2)c1)C1CCCCC1
  3, 1
O=C(NCCC(=O)N1CCN(c2ccccc2F)CC1)c1ccco1
  2, 2
CCOC(=O)[C@H]1[C@H]2COc3ccccc3[C@@H]2N2C(=O)CNC(=O)[C@@]12C
  6, 0
O=S(=O)(Nc1ccccc1OC(F)F)c1ccc(S(=O)(=O)N2CCCC2)cc1
  0, -2
O=S(=O)(Nc1cccc(-c2ccc3nncn3n2)c1)c1cccc(F)c1
  -3, 8
COc1ccc(C)cc1NC(=O)c1ccc(OCc2c(C)noc2C)cc1
  4, -1
CCCCc1nc2sc3c(c2c(=O)[nH]1)CC(C)(C)OC3
  2, 1
O=C(c1cc2ccccc2o1)N(Cc1nnc(-c2ccccc2Cl)o1)C1CC1
  4, 4
Clc1ccc(-n2nnc(-c3ncc[nH]3)n2)cc1Cl
  -1, 1
CC(=O)c1sc(NC(=O)C2CCCN2S(=O)(=O)c2ccccc2F)nc1C (stereo unspecified)
  3, -3
CC(C)(C)OC(=O)N1CCC[C@H]1C(=O)OCC(=O)Nc1cc(S(C)(=O)=O)ccc1Cl
  6, -3
CC(C)[C@H](NS(=O)(=O)c1ccccc1)C(=O)OCC(=O)NC(=O)NC1CCCCC1
  2, 2
O=C(COC(=O)CSc1ccc(F)cc1)NCCCc1ccccc1
  4, -8
Cc1cccc(NC(=O)CSCC(=O)Nc2cc(S(=O)(=O)N3CCOCC3)ccc2OC(C)C)c1
  0, -4
Cc1ccc(S(=O)(=O)N2CCOCC2)cc1NC(=O)CSc1ccc(Cl)cc1
  -2, 2
CCCCn1c(N)c(N(CC(C)C)C(=O)COC(=O)Cc2cccc(OC)c2)c(=O)[nH]c1=O
  4, -5
O=C(COC(=O)Cc1ccccc1F)Nc1ccccc1[N+](=O)[O-]
  4, 3
COC(=O)[C@]1(C)N[C@H](CN(C)C(=O)c2ccc(C)cc2)[C@@H]2C(=O)N(C)C(=O)[C@@H]21
  3, -2
Cc1cc(NC(=O)CSc2nc3c(cnn3-c3cccc(Cl)c3)c(=O)[nH]2)no1
  4, -3
O=C(COc1coc(CN2CCc3ccccc32)cc1=O)NCCc1ccccc1
  -3, 3
NC(=O)c1nc[nH]c1C(=O)Nc1cccc(NC(=O)c2cccc(C(F)(F)F)c2)c1
  1, 8
COc1cc(C(=O)NNC(=O)CSc2nnc3ccccn23)cc(OC)c1OC
  4, 6
Cc1ccc(Cl)cc1NC(=O)CN1CCOCC1
  0, 1
O=C(C1CC(=O)N(c2ccc3c(c2)OCCO3)C1)N1CCN(Cc2ccccc2F)CC1 (stereo unspecified)
  -1, 1
COc1cccc(OC)c1C(=O)Nc1cccc(-c2ccc(N3CCOCC3)nn2)c1
  4, -8
CC1Sc2ccc(C(=O)NCc3ccccc3Cl)cc2NC1=O (stereo unspecified)
  -1, -2
O=C(NCCc1ccccn1)c1c(-c2ccccc2)sc2ccccc12
  0, 0
COc1ccc(NC(=O)c2cc(-c3ccco3)nc3ccccc23)cc1
  -2, 0
Cc1c(C)n2c(SCC(=O)Nc3cccc4ccccc34)nnc2[nH]c1=O
  -2, 4
COC(=O)[C@@]12CCCCN1[C@H](c1ccc(-c3ccccc3)cc1)[C@@H]1C(=O)N(C)C(=O)[C@@H]12
  3, 3
O=C(NCC1CCCN1S(=O)(=O)c1ccccc1)C(=O)NC1CC1 (stereo unspecified)
  4, -2
O=C(C[n+]1ccccc1)N/N=C/c1ccccc1Cl
  4, -1
COc1ccc(NC(=O)c2ccc(OCC3CCCO3)cc2)cc1OC (stereo unspecified)
  3, 5
NC(=O)OCC(O)COc1ccc(Cl)cc1 (stereo unspecified)
  5, 4
CCOc1cc(N2CCOCC2)c(OCC)cc1NC(=O)C1CC(=O)N(c2ccc(C)cc2)C1 (stereo unspecified)
  4, -2
O=C(O)C1C2C=CC(C2)C1C(=O)NCc1ccccc1 (stereo unspecified)
  0, 6
CN(Cc1ccccc1)C(=O)c1[nH]cnc1C(=O)Nc1ccc(Cl)cc1
  2, 1
CCS(=O)(=O)c1ccc(O)c(NC(=O)c2cc(-c3ccccn3)nc3ccccc23)c1
  -4, -1
C[C@@H]1NC(=O)[C@@]2(C)[C@@H](c3ccccc3)[C@H]3COc4ccccc4[C@@H]3N2C1=O
  2, 3
Cc1sc2ncnc(N3CCC(C(=O)Nc4cc(Cl)ccc4Cl)CC3)c2c1C
  -4, 0
CCOc1ncccc1C(=O)Nc1ccc(C)c(S(=O)(=O)N2CCCCCC2)c1
  2, 2
COc1ccc(NC(=O)CN(C)C(=O)c2n[nH]c3ccccc23)cc1
  1, 8
O=C(NCc1ccccn1)C1(C(F)(F)F)C/C(=C\CCO)CCCO1 (stereo unspecified)
  3, 7
COc1cc([C@H]2c3c(cc(OC)c(O)c3OC)C[C@@H](CO)[C@@H]2CO[C@@H]2O[C@H](CO)[C@@H](O)[C@H](O)[C@H]2O)cc(OC)c1O
  -5, 3
O=C(CNc1ccccc1Cl)Nc1cc(S(=O)(=O)N2CCOCC2)ccc1Cl
  2, -1
COc1cc(CC(=O)Nc2cccc(S(=O)(=O)N(C)c3ccccc3)c2)cc(OC)c1OC
  -1, 3
CC1CCN(S(=O)(=O)c2ccc(NC(=O)CCN3C(=O)C4CC=CCC4C3=O)cc2)CC1 (stereo unspecified)
  4, -4
O=C(C1CCCN1S(=O)(=O)c1ccc(Cl)cc1)N1CCN(c2ccccc2)CC1 (stereo unspecified)
  1, 5
CC(C)(C)OC(=O)C[C@H]1C/C=C\C[C@@H](CC(=O)N(CCO)Cc2ccccc2)C(=O)N[C@@H](c2ccccc2)COC1=O
  0, 1
CCc1ccc(C(=O)NNC(=O)Cn2c(=O)cnc3ccccc32)cc1
  -3, 0
Cn1nnnc1SCC(=O)Nc1nc2c(F)c(F)c(F)cc2s1
  4, 0
CC(C)(C)OC(=O)N1CCC(NC(=O)c2nc[nH]c2C(=O)N2CCN(C(=O)OC(C)(C)C)CC2)CC1
  -4, -2
CNc1ccc(C(=O)OCC(=O)Nc2ccnn2C(C)C)cc1[N+](=O)[O-]
  5, -2
Cc1cccc(N(Cc2ccccc2)C(=O)c2cc(S(=O)(=O)N3CCOCC3)ccc2Cl)c1
  4, 6
Cc1ccc(S(=O)(=O)CC(=O)NCc2ccc(Cl)cc2)cc1
  3, -2
COc1cccc(CNC(=O)COC(=O)CCCNC(=O)c2ccc(Cl)cc2)c1
  5, -2
CC1(c2nnc(Cc3ccccc3)o2)CC(c2ccccc2[N+](=O)[O-])=NO1 (stereo unspecified)
  4, 3
Cc1cccc(NC(=O)c2cc(S(=O)(=O)N(C)c3ccc(F)cc3)ccc2Cl)n1
  4, 4

# Three structures out of the list, ordered by SMILES length, highest first:
# Second line of a record: IDE cell activ, IDE cell inh
Cc1cccc(N(Cc2ccccc2)C(=O)c2cc(S(=O)(=O)N3CCOCC3)ccc2Cl)c1
  4, 6
COc1cc(CC(=O)Nc2cccc(S(=O)(=O)N(C)c3ccccc3)c2)cc(OC)c1OC
  -1, 3
Cc1ccc(S(=O)(=O)CC(=O)NCc2ccc(Cl)cc2)cc1
  3, -2

# (continued)
# Second line of a record: IDE cell activ, IDE cell inh
CC(C)Cn1c(N)c(C(=O)COC(=O)[C@H](C)NC(=O)c2ccccc2Cl)c(=O)n(C)c1=O
  0, 9
Nc1c(C(=O)CSc2nccn2-c2cccc(F)c2)c(=O)[nH]c(=O)n1C1CC1
  5, -1
O=C(COC(=O)c1ccc(Br)o1)Nc1ccc(Br)cc1
  12, 1
CCCCNC(=O)C(=O)NCC1CCCN1S(=O)(=O)c1cccs1 (stereo unspecified)
  5, -6
NC1=NC[C@@H](CC2CCCCC2)N1CCc1cc(C(F)(F)F)cc(C(F)(F)F)c1
  13, -10
COc1ccc(Cl)cc1NC(=O)CN(C)C(=O)c1ccc(N2CCCCCC2)c([N+](=O)[O-])c1
  2, -4
CC(=O)Nc1ccc(S(=O)(=O)NCC(=O)N2CCN(S(=O)(=O)c3cccs3)CC2)cc1
  7, -4
Cc1c2ccccc2c(C)c2c1ccc1ccccc12
  3, 3
COc1ccccc1NC(=O)C(=O)NCC(c1ccco1)N1CCc2ccccc2C1 (stereo unspecified)
  -1, 1
COc1ccc(S(=O)(=O)N2CCOCC2)cc1NC(=O)COc1ccccc1
  2, -6
CC(=O)Nc1ccc(NC(=O)CN2C(=O)NC3(CCCCCCC3)C2=O)cc1
  -5, 0
O=S1(=O)CCOC[C@H](Cc2ccccc2)N1Cc1ccccc1F
  -5, 4
CS(=O)(=O)c1ccccc1-c1nnc(NC(=O)C2=COCCO2)o1
  3, 4
O=C(Nc1ccncc1)c1cc(S(=O)(=O)N2CCOCC2)ccc1Cl
  -1, -6
COc1cccc(CNC(=O)c2ccc(C)c(S(=O)(=O)N3CCOCC3)c2)c1
  -1, 7
COc1ccc(S(=O)(=O)NCc2ccccn2)cc1NC(=O)c1ccc(Cl)cc1
  -1, -7
CCN(CC(=O)NCc1cccs1)S(=O)(=O)c1ccc(F)c(F)c1F
  0, 6
COc1ccc(S(=O)(=O)N2CCOCC2)cc1NC(=O)COC(=O)c1[nH]c(C)c(C(C)=O)c1C
  4, 4
O=C(O)Cc1c[nH]c2ccc(O)cc12
  -3, 4
Cc1onc(-c2ccccc2)c1C(=O)NNC(=O)c1ccccc1O
  1, 1
O=C1C=C(c2ccc3c(c2)oc2ccccc23)C[C@@H](c2ccc(Cl)cc2)C1
  9, 3
COc1ccc(-c2csc(NC(=O)C3=COCCO3)n2)c(OC)c1
  2, 8
O=C(NCCCN1CCOCC1)c1onc(CSc2ccccn2)c1C(=O)NCCCN1CCOCC1
  -2, -2
COc1ccc(C(=O)NCc2ccccc2CN2CCCC2)cc1S(=O)(=O)Nc1ccc(C)cc1
  2, 3
Cc1noc(C)c1CSCC(=O)Nc1cc(S(=O)(=O)N2CCOCC2)ccc1OCC(F)(F)F
  -1, 14
CCN(CC(=O)NCc1cccs1)C(=O)c1ccc(-c2ccc(F)cc2)o1
  0, 0
C[C@H](CO)N1C[C@H](C)[C@@H](CN(C)C(=O)Nc2ccccc2)Oc2ccc(NC(=O)Nc3ccc(C(F)(F)F)cc3)cc2C1=O
  -2, 7
Cc1ccc(NC(=O)COC(=O)c2nn(C)c(=O)c3ccccc23)cc1F
  -1, -5
O=C1C=C(c2ccc3[nH]ccc3c2)CCC1
  0, 0
CN(CC(=O)Nc1ccc(F)cc1)C(=O)c1ccc(OCc2cn3ccccc3n2)cc1
  6, 0
CCCCn1c(N)c(N(CC)C(=O)CSCC(=O)Nc2ccc(OC)cc2)c(=O)[nH]c1=O
  -1, -2
COC/C=C/C1=CC(=O)C[C@H](c2ccc3c(c2)OCO3)C1
  -1, 1
CC(OC(=O)c1ccc(-n2cnnn2)cc1)C(=O)NCc1ccccc1 (stereo unspecified)
  1, -5
C[C@@H]1C(=O)O[C@H]2CC34[C@H]5C[C@@H](C(C)(C)C)[C@]36[C@@H](OC(=O)[C@@H]6O)O[C@@]4(C(=O)O5)[C@]21O (stereo partly specified)
  -1, 1
COc1cc(Br)cc(/C=N/NC(=O)Cc2ccccc2)c1O
  5, 8
Cc1cccc(NC(=O)CN(C)CC(=O)NC(c2ccccc2)c2ccccc2)c1C
  -4, -1
Cc1cccc(NC(=O)CNC(=O)CSc2nnc(C(F)(F)F)n2C)c1C
  5, -3
CCCCn1c(N)c(N(CC)C(=O)c2cnc(C)cn2)c(=O)[nH]c1=O
  4, 0
COC(=O)c1ccc[n+](CCc2c[nH]c3ccccc23)c1
  0, -2
O=C(NCCCc1ccccc1)c1cccc(Br)c1
  -3, 2
CNNCc1ccc(C(=O)NC(C)C)cc1
  8, -1
O=C1C=C(c2cccc3c2oc2ccccc23)CCC1
  -1, -8
Cc1nnc(SCC(=O)NCC(=O)Nc2ccc(F)c(F)c2F)n1N
  3, -1
COc1ccc(NC(=O)N(C)C[C@@H]2Oc3c(NC(=O)Nc4c(C)noc4C)cccc3C(=O)N([C@@H](C)CO)C[C@@H]2C)cc1
  -2, 4
CC1(c2nnc(-c3ccccc3)o2)CC(c2ccc([N+](=O)[O-])cc2)=NO1 (stereo unspecified)
  1, 6
COc1ccc(S(=O)(=O)N2CCOCC2)cc1NC(=O)COC(=O)c1oc2ccccc2c1C
  4, 1
O=C(OCc1nnc(-c2ccccc2)o1)c1ccc([N+](=O)[O-])o1
  4, 2
CC(C)(C)CN1C(N)=NC[C@@H]1c1ccccc1
  0, 4
Cc1n[nH]c(=O)c2c(NC(=O)CSc3c(Cl)cccc3Cl)oc(C)c12
  3, -4
CN(C)c1ccc(S(=O)(=O)N2CCC(Cc3ccccc3)CC2)cn1
  0, -1
O=C(O)C1=CC[C@@H](c2ccc(Cl)cc2)N(S(=O)(=O)c2ccc(Cl)cc2)[C@H]1c1ccc(F)cc1
  -3, 2
Cc1ccc(NC(=O)CCC(=O)c2cc(C)sc2C)nc1
  -2, 5
COc1ccccc1/C=C/C(=O)OCC(=O)c1cc(C)n(C)c1C
  -2, 5
C[C@@]12C(=O)OC(=O)[C@]1(C)C1CCC2O1
  8, 3
COc1cc(C(C)=O)ccc1OCC(=O)Nc1cc(C)on1
  1, 0
CCc1noc(C)c1C(=O)Nc1nc2ccc(OC)cc2s1
  7, -5
Cn1nc(C(=O)Nc2cccc(C(=O)NC3CC3)c2)c2ccccc2c1=O
  6, -2
C[C@@H]1CN([C@@H](C)CO)C(=O)c2cccc(NS(=O)(=O)c3cccs3)c2O[C@H]1CN(C)Cc1ccc(C(F)(F)F)cc1
  5, 2
